Assay outcomes from PubChem.
TDP1 block = inhibitors of human tyrosyl-DNA phosphodiesterase TDP1 | Q9NUW8 | recombinant TDP1, AlphaScreen DNA substrate cleavage | Potency, µM (highest dose often 130 µM), for the others: at the top dose activity change, negative = inhibition, most hits filed as inhibitors | hit rate 0.28% among 350,000 | AID 485290; also: nearly all actives have a fitted effect of over 40% in size
Target sequence (Q9NUW8 whole entry, looked up): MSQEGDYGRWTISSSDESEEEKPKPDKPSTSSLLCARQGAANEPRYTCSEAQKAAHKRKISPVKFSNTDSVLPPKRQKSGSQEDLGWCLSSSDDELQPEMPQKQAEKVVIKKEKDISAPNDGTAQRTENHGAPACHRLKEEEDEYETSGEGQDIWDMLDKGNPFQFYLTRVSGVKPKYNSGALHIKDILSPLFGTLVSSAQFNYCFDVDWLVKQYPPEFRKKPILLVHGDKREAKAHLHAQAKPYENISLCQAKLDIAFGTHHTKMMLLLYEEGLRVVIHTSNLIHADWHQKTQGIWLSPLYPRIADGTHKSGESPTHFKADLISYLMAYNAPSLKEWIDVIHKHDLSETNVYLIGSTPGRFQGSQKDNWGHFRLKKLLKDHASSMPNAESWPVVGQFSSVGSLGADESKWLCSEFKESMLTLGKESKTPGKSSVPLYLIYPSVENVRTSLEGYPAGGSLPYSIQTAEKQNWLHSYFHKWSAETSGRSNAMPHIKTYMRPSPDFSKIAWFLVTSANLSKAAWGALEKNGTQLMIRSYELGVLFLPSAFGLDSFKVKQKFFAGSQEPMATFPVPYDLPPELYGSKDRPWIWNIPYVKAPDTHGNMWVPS
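Recombinant human Tdp1 (E. coli-expressed, 1 nM final) preincubated with compounds 15 min at room temperature, then 5'-biotin/3'-phosphotyrosine-FITC DNA substrate (15 nM final) added for 5 min. AlphaScreen beads (10 ug/ml final) added 10 min; cleavage lowers signal.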
TDP1 cell CPT = growth inhibition of DT40 Tdp1-/-;hTDP1 cells with camptothecin (screen for TDP1 inhibitors); chicken DT40 Tdp1-/-;hTDP1 cells + 20 nM CPT, ATP luminescence, 48 h; Potency, µM (series often up to 46.2 µM), inactives show at the highest dose activity change, negative = growth inhibition, usual class: inhibitors; hit rate 12% among 420,000; also: nearly all actives have a fitted effect of over 55% in size
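Cell growth measured by CellTiter-Glo luminescence after a minimum 48 h, 37 C compound exposure with 20 nM CPT in Tdp1-knockout DT40 cells stably expressing hTDP1, seeded 400/well; qHTS titration format.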
DT40 TDP1 no CPT = qHTS for Inhibitors of human tyrosyl-DNA phosphodiesterase 1 (TDP1): qHTS in cells in absence of CPT | DT40 Tdp1-/- hTDP1 cells, no CPT, ATP luminescence, 48 h | Potency, µM (doses to about 46.2 µM), for inactives: at the top dose activity change, negative = growth inhibition, usual class: inhibitors | hit rate 15% among 420,000 | AID 686978, 2013; also: nearly all actives have a fitted effect of over 55% in size
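Camptothecin absent (DMSO only). Human TDP1-complemented DT40 knockout cells, 400 cells/well, 37 °C for minimum 48 hr; ATP measured via CellTiter-Glo, 30 min dark incubation, luminescence.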
* marks the source's active call; other numbers are inactive results; ? = inconclusive; nt = not tested or not shown; [ ] = another dose, or the depositor's remark. Calls follow the shape of the dose curve; as a rule, active = well fitted curve in the direction sought with a large enough effect; inconclusive = small, poorly fitted or top-dose-only effect, or another doubt; inactive = no such curve, though single readings can be large; an effect the other way counts as inactive or inconclusive. % is scaled to controls: 0 for no effect and ±100 for the full control effect; potency is read from the fitted curve at half-maximal effect.

SMILES | TDP1 block | TDP1 cell CPT | DT40 TDP1 no CPT
CN(C)c1ncc2nc(-c3ccc(F)cc3)c(=O)n(C3CC3)c2n1 | nt | -2% | 0%
CCCC(=O)N1CCN(c2ccc(NC(=O)c3cc4ccccc4o3)cc2Cl)CC1 | 7% | 3.3µM* | 3.7µM*
CN(c1ccccc1)S(=O)(=O)c1cccc(NC(=O)CCNC(=O)c2ccc([N+](=O)[O-])cc2)c1 | 3% | ? | ?
Cc1ccc(S(=O)(=O)N2CCN(c3ccc([N+](=O)[O-])cn3)CC2)cc1 | -3% | 13% | 0%
CCOc1ccc(S(=O)(=O)Nc2cccc(N(C)S(C)(=O)=O)c2)cc1 | 7% | 23µM* | 12µM*
COc1ccc(Nc2cc(C)nc(N)n2)cc1 | nt | -10% | -27%
CCOC(=O)C1CCN(S(=O)(=O)NC[C@H]2O[C@@H](n3cnc4c(N)ncnc43)[C@H](O)[C@@H]2O)C1 (stereo partly drawn) | 0%[56.1 µM] | 16% | -19%
C/C=C1\COC(C(=O)NCc2cccc(OC)c2OC)(C(F)(F)F)C=C1C=C1CCCCC1 (stereo not drawn) | 4% | 15µM* | 16µM*
O=C(Cc1cccc2ccccc12)NCC(=O)N1CCN(Cc2cccc(C(F)(F)F)c2)CC1 | 0% | 10µM* | 10µM*
Cn1c(CN2CCOCC2)nc2cc(NC(=O)COc3ccc([N+](=O)[O-])cc3)ccc21 | 8% | ? | ?
CCCOc1cccc(-c2nnc(NC(=O)c3ccco3)s2)c1 | 2% | ? | 21µM*
COCCOC(=O)C1=C(C)N=C2SCCC(=O)N2C1c1ccc(C(=O)OC)cc1 (stereo not drawn) | 2% | -4% | -3%
O=C(Nc1ccc2c(c1)nc1n2CCN(Cc2ccccc2)C1)NC1CCCCC1 | 4% | ? | 21µM*
O=C(C=Cc1ccccc1Cl)c1ccccc1 | nt | ? | 16µM*
Cc1ccc(C(=O)N2CCN(Cc3ccc4c(c3)OCO4)CC2)c(Cl)c1 | nt | 8.2µM* | 16µM*
COc1cc(/C=N/NC(=O)c2cn(-c3cccc(C)n3)cn2)ccc1O | 2% | ? | ?
Cn1c(SCC(=O)c2ccc(O)c(O)c2)nnc1-c1ccccc1 | nt | ? | ?
COc1cc2c(cc1OC)-c1nnc(C)n1C(C)(C)C2 | 4% | 5% | -19%
CN1CCN(C(=S)c2cn(Cc3ccc(F)cc3)c3ccccc23)CC1 | 3% | ? | ?
CC(C)C[C@H](NC(=O)/C=C/[C@H]1O[C@@H](n2ccc(=O)[nH]c2=O)[C@H](O)[C@@H]1O)C(=O)O | nt | -1% | 49%[activator]

As a short view, some entries already given:
SMILES | TDP1 block | TDP1 cell CPT | DT40 TDP1 no CPT
CCOc1ccc(S(=O)(=O)Nc2cccc(N(C)S(C)(=O)=O)c2)cc1 | 7% | 23µM* | 12µM*
COc1ccc(Nc2cc(C)nc(N)n2)cc1 | nt | -10% | -27%
CCOC(=O)C1CCN(S(=O)(=O)NC[C@H]2O[C@@H](n3cnc4c(N)ncnc43)[C@H](O)[C@@H]2O)C1 (stereo partly drawn) | 0%[56.1 µM] | 16% | -19%
C/C=C1\COC(C(=O)NCc2cccc(OC)c2OC)(C(F)(F)F)C=C1C=C1CCCCC1 (stereo not drawn) | 4% | 15µM* | 16µM*
O=C(Cc1cccc2ccccc12)NCC(=O)N1CCN(Cc2cccc(C(F)(F)F)c2)CC1 | 0% | 10µM* | 10µM*
Cn1c(CN2CCOCC2)nc2cc(NC(=O)COc3ccc([N+](=O)[O-])cc3)ccc21 | 8% | ? | ?
CCCOc1cccc(-c2nnc(NC(=O)c3ccco3)s2)c1 | 2% | ? | 21µM*
COCCOC(=O)C1=C(C)N=C2SCCC(=O)N2C1c1ccc(C(=O)OC)cc1 (stereo not drawn) | 2% | -4% | -3%
O=C(Nc1ccc2c(c1)nc1n2CCN(Cc2ccccc2)C1)NC1CCCCC1 | 4% | ? | 21µM*
O=C(C=Cc1ccccc1Cl)c1ccccc1 | nt | ? | 16µM*
Cc1ccc(C(=O)N2CCN(Cc3ccc4c(c3)OCO4)CC2)c(Cl)c1 | nt | 8.2µM* | 16µM*
COc1cc(/C=N/NC(=O)c2cn(-c3cccc(C)n3)cn2)ccc1O | 2% | ? | ?
Cn1c(SCC(=O)c2ccc(O)c(O)c2)nnc1-c1ccccc1 | nt | ? | ?
COc1cc2c(cc1OC)-c1nnc(C)n1C(C)(C)C2 | 4% | 5% | -19%
CN1CCN(C(=S)c2cn(Cc3ccc(F)cc3)c3ccccc23)CC1 | 3% | ? | ?
CC(C)C[C@H](NC(=O)/C=C/[C@H]1O[C@@H](n2ccc(=O)[nH]c2=O)[C@H](O)[C@@H]1O)C(=O)O | nt | -1% | 49%[activator]

More compounds
SMILES | TDP1 block | TDP1 cell CPT | DT40 TDP1 no CPT
CC(C)n1nnnc1C1c2ccccc2C(=O)N1Cc1ccco1 (stereo not drawn) | nt | 0% | -21%
CCN(C(=O)COC(=O)c1cc(-c2ccccc2)nc2c1c(C)nn2-c1ccc(C)cc1)C1CCS(=O)(=O)C1 (stereo not drawn) | 3% | -3% | ?
CCc1noc(C)c1C(=O)N1CCN(c2cccc(Cl)c2)CC1 | nt | ? | ?
CC(=O)c1cccc(NC(=O)Nc2sc3nc4n(c(=O)c3c2C)CCC(C)CC4)c1 (stereo not drawn) | 0% | ? | 8.2µM*
N#C/C(=C/c1cn(CC(=O)O)c2ccccc12)c1ccc(F)cc1 | 0% | -15% | -3%
CCOC(=O)[C@@H]1[C@H]2COc3cc(OC)ccc3[C@@H]2N2C(=O)N(c3cccc(Cl)c3)C(=O)[C@@]12C | nt | -21% | ?
CCCCC(=O)N(C)c1c(C)nc2ccc(C(=O)NCCN(C)C)cn12 | nt | -1% | -7%
CC(=O)c1cccc(NC(=O)/C(=C/c2ccncc2)NC(=O)c2ccccc2)c1 | -3% | -28% | 15%
O=C(O)c1cccc(N2C(=O)c3cc4cccc(Br)c4cc3C2=O)c1 | nt | ? | ?
O=C(CSc1nc2c(c(=O)n1-c1ccc(Cl)cc1)SCC2)Nc1nccs1 | 9% | -13% | ?
COc1ccc(-c2nnc(SCC(=O)NCc3cccs3)n2C)cc1 | 3% | -18% | -11%
CNC(=S)N1N=C(c2ccc(C)cc2)CC1c1ccc(Br)cc1 (stereo not drawn) | 3% | 10µM* | 7.3µM*
CCCN(CC(=O)Nc1ccccc1C)C(=O)C1CCN(S(=O)(=O)c2cccc(C(F)(F)F)c2)CC1 | 11% | -15% | -19%
CCOCCN(C=O)c1cccc(OC)c1 | 3% | -2% | -15%
Cc1sc2nc(CN(C(=O)NC3CCCCC3)C3CCCCC3)[nH]c(=O)c2c1C | -1% | 18µM* | 21µM*
N#CCc1ccc(OCCCN2CCC(C(O)(c3ccccc3)c3ccccc3)CC2)cc1 | nt | 23µM* | 21µM*
COc1cccc(N2CCN(C(=O)c3cccn3-c3nnc(N4CCCCC4)s3)CC2)c1 | 3% | 15µM* | ?
O=C(NCCOc1ccccc1)c1cc(C(=O)NCCOc2ccccc2)cc([N+](=O)[O-])c1 | 5% | ? | 18µM*
Cc1nc(CNS(=O)(=O)c2cccc(F)c2)cs1 | -6% | -20% | -7%
Cc1cc(N2CCOCC2)c2c(N)c(C)cc(C)c2n1 | -1% | -17% | ?
COc1cc(CCNC(=O)c2ccccc2NC(=O)C2=C(C)OCCS2)cc(OC)c1OC | 2% | -67% | ?
O=C(NCC1CCCO1)c1ccccc1-c1nc(-c2ccccc2Cl)no1 (stereo not drawn) | 8% | ? | ?
CC(=O)Nc1cccc(Oc2nc(NC(C)C)nc3cc(-c4ccccc4)sc23)c1 | nt | ? | ?
CCOc1cc(/C=N/Nc2nc(Nc3ccccc3)nc(N3CCCCC3)n2)ccc1OCC(=O)O | 2% | -12% | -23%
O=C(COc1ccc(Cl)cc1)OCC(=O)c1ccc[nH]1 | -5% | -5% | -2%
CC(=O)Nc1ccc(C(=O)NCC2(N3CCCCC3)CCCCC2)cc1 | 2% | ? | -21%
COc1ccc(/C=C2/CCc3ccccc3C2=O)cc1OC | 3% | ? | ?
COc1cccc(CNC(=O)C2(C)CCCN2C(=O)C(C)C)c1 (stereo not drawn) | nt | 7% | 8%
CCCc1nn(C)c(C(N)=O)c1[N+](=O)[O-] | 1% | 13% | 2%
CN(C)NC(=S)Nc1ccc(S(=O)(=O)N2CCCCC2)cc1 | 6% | 20% | ?
C[C@@H](C(=O)Nc1cccnc1)n1c(=O)[nH]c2ccccc2c1=O | 1% | -4% | -22%
COCCCNCCOCCOc1c(OC)cccc1OC | 0% | ? | ?
Cc1cc(NC(=O)c2ccccc2F)ncc1NC(=O)c1cccs1 | -14% | ? | ?
O=C1CCC/C=C/C[C@H](CC(=O)N(CCO)Cc2ccccc2)C(=O)N[C@@H](Cc2ccccc2)CO1 | 1% | ? | 21µM*
O=C(CN1C(=O)NC2(CCCCCC2)C1=O)N1CCCCC1 | 0% | -27% | 7%
COc1ccc(CN2C(=O)NC3(CCCC3)C2=O)cc1F | -5% | 23% | 25%
CO/N=C/C(c1ncc(C(F)(F)F)cc1Cl)S(=O)(=O)c1ccccc1 (stereo not drawn) | 1% | -16% | 10%
COc1ccccc1OCC(=O)NCCC1=CCCCC1 | -5% | ? | ?
Cc1cccc(OCc2nc(C#N)c(N3CC(C)CC(C)C3)o2)c1 (stereo not drawn) | 9% | 6.5µM* | ?
O=C(NCCN1CCN(Cc2ccccc2)CC1)c1ccc(CS(=O)(=O)c2c(Cl)cccc2Cl)o1 | nt | ? | ?
O=C1CC(N2CCOCC2)C(=O)N1CCc1ccccc1 (stereo not drawn) | 3% | 2% | 19%
CC(C)(Oc1ccc(Cl)cc1)C(=O)Nc1cccnc1 | -5% | -30% | ?
Cc1cc(-c2ccc(Cl)cc2)n2ncnc2n1 | 3% | 1% | 5%
CCOc1ccc(C2C3=C(Nc4nc(N)[nH]c(=O)c42)c2ccccc2C3=O)cc1 (stereo not drawn) | 2% | ? | ?
CCOc1cc2c(cc1OCC)C(c1ccccc1)N(c1ccc(C(=O)O)cc1)C(=O)C2 (stereo not drawn) | 4% | -9% | -7%
C/C(=N\NC(=O)Cc1c(F)cccc1Cl)c1cccnc1 | 2%[56.1 µM] | 3% | 1%
CCOC1=CC2=C(C(=O)C(Cl)=CC2=O)[C@@H]2CN(S(=O)(=O)c3ccc(C)cc3)[C@@H](c3ccccc3)[C@H]12 | nt | 1.2µM* | 1.8µM*
Cc1ccc([C@@H]2[C@@H]3C(=O)N(C)C(=O)[C@@H]3[C@@H]3C(=O)Nc4ccccc4C(=O)N23)cc1 | nt | -2% | 3%
O=C(c1noc2c1CCCCC2)N1CCN(c2ccc(Cl)cc2)CC1 | 1% | ? | ?
CCOc1ccc(-n2c(=O)[nH]c3sc4c(c3c2=O)CCCC4)cc1 | 0% | -2% | 1%
CCOC(=O)c1cc2c(=O)n3ccccc3nc2n(CC2CCCO2)c1=NC(=O)c1ccccc1Br (stereo not drawn) | 3% | 4% | ?
C=C1C[C@]23C[C@@]1(O)CC[C@H]2[C@@]12C=C[C@H](O)C(C)(C(=O)O1)[C@H]2[C@@H]3CC(=O)O | 4% | 17%[9.04 µM] | 3%[9.04 µM]
Cc1cccc(NC(=O)[C@H](NC(=O)[C@@H]2Cc3ccccc3CN2)c2ccccc2)c1 | 1% | -23% | 1%
O=C(CNC(=O)c1cccs1)N/N=C/c1ccc(Cl)cc1 | 0% | 0% | 0%
c1ccc(Nc2ncnc3c2oc2ccccc23)cc1 | nt | 10µM* | ?
COC(=O)c1c(O)c2c([nH]c1=O)CCCC2 | -5% | 4% | 6%
CC(C)CCOC(=O)/C(=C/c1ccco1)NC(=O)/C=C/c1ccccc1 | 4% | 3% | -5%
CCOC(=O)CSc1nc2sc3c(c2c(=O)n1-c1ccccc1)CCC(C(C)(C)C)C3 (stereo not drawn) | nt | -29% | ?
COc1ccc(C(=O)OC(C)C(=O)Nc2cc(C(F)(F)F)ccc2Cl)c(OC)c1OC (stereo not drawn) | -3% | 5.8µM* | 16µM*
Cc1ccc(-n2ncc(C(=O)N3CCN(c4cccc(C)c4C)CC3)c2C2CCNCC2)c(C)c1 | 4% | 8.2µM* | 16µM*
CC(C)c1ccc(C(=O)OC2CCOC2=O)cc1 (stereo not drawn) | -3% | -1% | -21%
Cc1ccc(N=C2NC(=O)C(CC(=O)O)S2)cc1 (stereo not drawn) | 3% | 1% | -2%
CN(C)C(=O)c1ccc(NC(=O)COC(=O)Cn2cc(C(F)(F)F)ccc2=O)cc1 | -2% | -6% | -1%
